Screens as filed in PubChem BioAssay.
KCNQ1 act: potentiates or activates the human KCNQ1 potassium channel; P51787; CHO-K1 KCNQ1, thallium flux FluxOR fluorescence; active compounds read high; B-score at 10 µM; 310,000 compounds, 0.35% hits; AID 2648;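 active = fluorescence ratio B-score, a plate-corrected score, at least three library SD, with initial intensity B-score within 5 SD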
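Material: CHO-K1 cells stably expressing KCNQ1. Medium: assay buffer for compound exposure, DMSO matched across wells. Reagent: K+/Tl+ depolarizing stimulus. Compound dosing: single-concentration screen. Times: 37 °C overnight plating, 90-min dark dye load, 20-min compound pretreatment. Technique: FluxOR Tl+ flux fluorescence.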
KCNK3 block: human KCNK3 channel inhibition, primary screen. 340,000 compounds, 0.84% hits. O14649. CHO-KCNK3 thallium flux, FluxOR fluorescence; active compounds read low. B-score at 10 µM. AID 602410;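 active = B-score under library mean minus 4 SD, starting fluorescence ratio at most library mean plus 5 SD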;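 note: more negative B-score means stronger inhibition of thallium flux through KCNK3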
TRPC4 act: TRPC4 (mouse) channel activation; 310,000 compounds, 0.49% hits; B-score at 10 µM; HEK293 TRPC4beta/mu-opioid, Fluo4 calcium fluorescence; active compounds read high;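 active = B-score above 5 SD of library B-scores, and initial fluorescence ratio not above library mean plus 5 SD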;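 note: positive B-score marks a calcium rise read as TRPC4 activation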
Target sequence (Q9QUQ5 whole entry, looked up): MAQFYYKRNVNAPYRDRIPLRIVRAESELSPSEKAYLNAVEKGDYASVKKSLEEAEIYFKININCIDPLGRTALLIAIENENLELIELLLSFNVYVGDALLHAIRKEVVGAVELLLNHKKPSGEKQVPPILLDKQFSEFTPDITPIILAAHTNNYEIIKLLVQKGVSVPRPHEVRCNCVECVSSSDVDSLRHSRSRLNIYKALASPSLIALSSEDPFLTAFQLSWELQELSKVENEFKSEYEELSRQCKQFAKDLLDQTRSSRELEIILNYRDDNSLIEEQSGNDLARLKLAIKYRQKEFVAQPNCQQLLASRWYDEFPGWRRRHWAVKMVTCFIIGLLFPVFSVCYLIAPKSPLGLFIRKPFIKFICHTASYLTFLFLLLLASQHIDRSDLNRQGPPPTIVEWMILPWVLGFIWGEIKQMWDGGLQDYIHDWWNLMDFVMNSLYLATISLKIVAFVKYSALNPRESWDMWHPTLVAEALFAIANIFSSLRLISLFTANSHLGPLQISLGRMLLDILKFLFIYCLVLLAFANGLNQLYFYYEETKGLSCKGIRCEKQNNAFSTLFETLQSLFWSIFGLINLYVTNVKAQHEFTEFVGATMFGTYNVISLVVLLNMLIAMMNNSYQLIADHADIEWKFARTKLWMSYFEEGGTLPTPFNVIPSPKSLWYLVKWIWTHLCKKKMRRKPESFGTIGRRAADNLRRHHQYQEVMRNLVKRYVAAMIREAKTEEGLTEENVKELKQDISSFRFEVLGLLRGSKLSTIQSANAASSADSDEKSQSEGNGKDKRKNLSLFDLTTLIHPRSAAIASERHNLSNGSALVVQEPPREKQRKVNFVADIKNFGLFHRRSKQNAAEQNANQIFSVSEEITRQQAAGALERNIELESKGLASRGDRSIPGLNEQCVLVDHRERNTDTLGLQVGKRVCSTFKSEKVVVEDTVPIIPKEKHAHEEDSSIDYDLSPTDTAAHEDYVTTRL
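System – HEK293 cells stably co-expressing mouse TRPC4beta and mu-opioid receptor · Signal – Fluo4 calcium-sensitive dye fluorescence, kinetic, 1 Hz baseline · Benchmarks – buffer (low) and maximal DAMGO (high) · Read-out – B score of integrated fluorescence ratio per well · Incubation – dye loading 45 min room temperature, 110 s kinetic read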
PolyA inh: yeast polyadenylation inhibition; AID 1875; calls only at 12 µM; 300,000 compounds, 0.02% hits; S. cerevisiae SKY197-pL101 polyadenylation reporter, beta-gal luminescence; efflux-impaired pdr1/pdr3 knockout yeast; score 100 = 6 SD above DMSO;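 active = lowest replicate activity score at least 50, where 100 means six control SD above control mean; inconclusive = lowest score under 50 but half or more replicates reach 50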;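 note: yeast exposed to compound for 9 h at 30 °C; higher score means more reporter readthrough which indicates perturbed polyadenylation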
TRPC4 block: TRPC4 (mouse) channel inhibition; AID 2247; B-score at 10 µM; HEK293 TRPC4beta/mu-opioid, DAMGO-evoked Fluo4 calcium flux; active compounds read low; 300,000 compounds, 0.39% hits; Q9QUQ5;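 active = B-score over 3 SD under the library average, no early fluorescence shift, positive overall ratio signal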
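Assay system: Stable TRPC4beta/mu-opioid receptor HEK293 cells | Reagent: DAMGO in two steps, submaximal then maximal | Compound dosing: Single concentration per test compound | Signal: Fluo4 Ca2+ flux fluorescence | Evaluation: Per-well B score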
Platelet DG rel: modulates dense granule release in human platelets. human platelet-rich plasma, SFLLRN dense granule ATP release, luminescence. inhibition, %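 (compounds screened at 7.5 µM in platelet-rich plasma)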. 300,000 compounds, 0.22% hits. AID 1663;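 active = mean replicate score, as percent of positive control, at or above 50; inconclusive = mean below 50 but at least one replicate at or above 50; inactive = mean and every replicate below 50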
DYRK1A inh: inhibitors of rat Dyrk1A kinase; Q63470; ADP-Glo luminescence, NFATc1 peptide; AID 504441; inhibition, % at 12.5 µM; 310,000 compounds, 0.43% hits; in the data active = inhibition above about 50%;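 note: plate controls were vehicle with enzyme for no effect and no enzyme for full effect; many of its hits are not listed in these tables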
KCNQ1 block: human KCNQ1 channel inhibition | CHO-K1 KCNQ1, FluxOR thallium flux fluorescence; active compounds read high | B-score at 10 µM | 310,000 compounds, 1.3% hits;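 active = compounds whose thallium flux B-score, printed positive for inhibition, exceeds three library SD while starting fluorescence stays within three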;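 note: channel opened by potassium depolarization with thallium stimulus after 20 min compound exposure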
hERG rescue: hERG (human) protection from proarrhythmic block | activation (rescue from dofetilide block), less the hit threshold, % at 10 µM | CHO-hERG, FluxOR thallium flux, dofetilide IC70 present | Q12809 | 310,000 compounds, 0.51% hits;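 active = activation above the mean of controls blocked by dofetilide plus 5 SD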;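 note: thallium influx through hERG after potassium depolarization seen as dye fluorescence rise; in these data hits start at about 4.7%; inactives centre near -7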
TRPC4 PAM: allosteric potentiators of mouse TRPC4 channel; HEK293 TRPC4beta/mu-opioid, DAMGO EC20, Fluo-4 Ca2+ flux; active compounds read high; B-score at 10 µM; 310,000 compounds, 0.42% hits; Q9QUQ5; AID 2227;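 active = B-score of calcium response area above 5 SD of library B-scores, with initial fluorescence ratio within 5 SD of library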;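 note: B-score of integrated fluorescence ratio over time as area under calcium response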
KCNK9 block: blocks the human KCNK9 two-pore domain potassium channel | Q9NPC2 | HEK293 KCNK9, FluxOR thallium flux fluorescence; active compounds read low | B-score at 10 µM | 310,000 compounds, 1.2% hits;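 active = ratio B-score over 3 SD below the library mean, with starting fluorescence within 5 SD of its mean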;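 note: negative B-score means less thallium flux so channel inhibition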
Numbers without * were called inactive; i = inactive; ? = inconclusive; . = no result given.

SMILES	KCNQ1 act	KCNK3 block	TRPC4 act	PolyA inh	TRPC4 block	Platelet DG rel	DYRK1A inh	KCNQ1 block	hERG rescue	TRPC4 PAM	KCNK9 block
CC1CC(C)CN(c2ncc3c(n2)CC(c2ccc(Cl)cc2)CC3=O)C1 (configuration not stated)	i	i	i	i	i	5	-4	6*	-10	i	i
CC(=O)N(C)c1ccc(NC(=O)c2ccccc2C(=O)O)cc1	i	i	i	i	i	-4	-9	i	-10	i	i
CCn1c(=O)c([N+](=O)[O-])c(NCCc2ccc(OC)c(OC)c2)c2ccccc21	i	i	i	i	i	?	0	i	-29	i	i
CCNC(=S)NNC(=O)c1cc(C)nc2ccccc12	i	i	i	i	i	3	-3	i	-12	i	i
CC1CC(C)CN(CCCNC(=O)Cn2ncn3cccc3c2=O)C1 (configuration not stated)	i	i	i	i	i	1	3	i	-6	i	i
C=CCNC(=O)CN1CCN(C(c2ccccc2)c2ccccc2)CC1	i	i	i	i	i	-1	-8	i	-3	i	i
Cc1cc(C)cc(NC(=O)C2CCN(c3cnccn3)CC2)c1	i	i	i	i	i	9	10	i	-11	i	i
CS(=O)(=O)N(CC(=O)Nc1ccccc1F)C1CCCCC1	i	i	i	i	i	-3	-3	i	-6	i	i
COc1ccc(CN2CCNC(=O)C2CC(=O)NCCCC2CCCC2)c(C)c1C (configuration not stated)	i	i	i	i	i	-3	-6	i	-9	i	i
CC1CCN(S(=O)(=O)c2ccc(C(=O)NNC(=O)C3CC3)cc2)CC1	i	i	i	i	i	14	.	i	-5	i	i
O=[N+]([O-])c1ccc(N/N=C/c2cccc(O)c2)cc1	i	i	i	i	i	-3	12	i	-4	i	i
CC(=O)NC1(c2ccc(F)cc2)CCN(C(=O)Nc2ccc(F)cc2F)CC1	i	i	i	i	i	8	6	i	-4	i	i
CCC(C)n1c(SCC(=O)Nc2cc(C(C)(C)C)nn2-c2ccccc2)nc2ccccc2c1=O (configuration not stated)	i	i	i	i	i	-3	-4	10*	-5	i	-8.2*
CCc1ccc(C(=O)CN2C(=O)NC(C)(c3ccc(C)cc3)C2=O)cc1 (configuration not stated)	i	i	i	i	i	-11	-1	i	-18	i	i
COc1ccc(CN(C(=O)c2nsc(Cl)c2Cl)C(C(=O)NC2CCCCC2)c2ccc(OC)cc2)cc1 (configuration not stated)	i	i	i	i	i	7	0	i	-10	i	i

3 of the entries above in order of their number in Platelet DG rel, largest number first.
SMILES,KCNQ1 act,KCNK3 block,TRPC4 act,PolyA inh,TRPC4 block,Platelet DG rel,DYRK1A inh,KCNQ1 block,TRPC4 PAM,KCNK9 block
CC(=O)NC1(c2ccc(F)cc2)CCN(C(=O)Nc2ccc(F)cc2F)CC1,i,i,i,i,i,8,6,i,i,i
CC1CC(C)CN(CCCNC(=O)Cn2ncn3cccc3c2=O)C1 (configuration not stated),i,i,i,i,i,1,3,i,i,i
O=[N+]([O-])c1ccc(N/N=C/c2cccc(O)c2)cc1,i,i,i,i,i,-3,12,i,i,i

The results go on:
SMILES	KCNQ1 act	KCNK3 block	TRPC4 act	PolyA inh	TRPC4 block	Platelet DG rel	DYRK1A inh	KCNQ1 block	hERG rescue	TRPC4 PAM	KCNK9 block
CCCNC(=O)COC(=O)c1cc2c(=O)n3ccccc3nc2s1	i	i	i	i	i	-13	-2	i	0	i	i
O=C(COC(=O)C1=Cc2ccccc2OC1)NCc1ccco1	i	i	i	.	i	3	-2	i	-12	i	i
COc1ccc(-c2ccc(N(C)C)cc2)cc1[C@H]1[C@@H]2C=CCC[C@@]2(C)C(=O)N1Cc1ccccc1	i	i	i	i	i	2	7	i	-26	i	i
COc1cc(CC(=O)Nc2ccc(N3CCOCC3)cc2)cc(OC)c1OC	i	i	i	i	i	-4	0	i	-2	i	i
COc1cccc(-c2nnc(NC(=O)c3cccs3)s2)c1	i	i	i	i	i	-2	0	i	-2	i	i
CN(C(=O)COC(=O)CNC(=O)c1ccc(C(C)(C)C)cc1)c1c(N)n(Cc2ccccc2)c(=O)[nH]c1=O	i	i	i	i	i	4	-5	i	-10	i	i
O=C(N/N=C/c1cccnc1)c1cc(-c2ccc(Br)cc2)nc2ccccc12	i	i	i	.	i	.	-4	i	-12	i	i
CN(C)S(=O)(=O)N1CCN(c2ccc([N+](=O)[O-])cc2)CC1	i	i	i	i	i	-2	-4	i	-4	i	i
CCc1cccc(CC)c1NC(=O)C1SC(=Nc2ccccc2C)C(c2nc3ccccc3s2)=C1N (configuration not stated)	i	i	i	i	i	5	-6	i	-8	i	i
COc1ccc(NC(=O)CCNS(=O)(=O)c2ccc3c(c2)CC(C)N3C(=O)C2CC2)cc1 (configuration not stated)	i	i	i	i	i	2	-1	i	-9	i	i
O=C(COc1ccc(Oc2ccccc2)cc1)NCc1cn2ccccc2n1	i	i	i	i	i	1	3	i	-4	i	i
Cc1nn(CC2CC2)c(=O)n1-c1cccc(Cl)c1	i	i	i	i	i	8	.	i	-11	i	i
CCNc1nc(SCC(=O)Nc2ccccc2)nc(N2CCOCC2)n1	i	i	i	i	i	-5	0	i	0	i	i
OC(CNC1CCCc2ccccc21)COc1c(Cl)cccc1Cl (configuration not stated)	i	i	44*	i	-5*	0	-2	i	-8	i	i
CC(C)[C@@H]1C=C(C(=O)O)O[C@H](OCCCCO)C1	i	i	i	i	i	-3	-3	i	-7	i	i
CC(=O)Nc1cccc(NC(=O)CSc2nc(=O)n(CCN3CCOCC3)c3c2CCCC3)c1	i	i	i	i	i	6	10	i	-15	i	i
CC/C(O)=C1\C(=O)CC(c2ccccc2)CC1=NCCC(=O)O (configuration not stated)	i	i	i	i	i	-9	-4	i	-16	i	i
Cc1ccc(NNC(N)=S)cc1Cl	i	i	i	i	i	4	0	i	-8	i	i
Cc1ccc(O)c(NC(=O)C2CC(c3ccc(F)cc3)=NO2)c1 (configuration not stated)	i	i	i	i	i	5	-12	i	-7	i	i
O=C(CN1CCN(c2ncccn2)CC1)NCc1ccc2c(c1)OCO2	i	i	i	i	i	-8	.	i	0	i	i
CCOc1cc(NC(=O)Nc2ccc(F)cc2)c(OCC)cc1NC(=O)CC	i	i	i	i	i	6	-5	i	-1	i	i
Cc1ccc(SC(C)C(=O)Nc2ncn[nH]2)cc1 (configuration not stated)	i	i	i	i	i	1	-8	i	-3	i	i
CC(C)(C)NS(=O)(=O)c1ccc(OCC(=O)NCC2CCCO2)cc1 (configuration not stated)	i	i	i	i	i	-5	5	i	-11	i	i
NS(=O)(=O)c1ccc(CCNCc2cccs2)cc1	i	i	i	i	i	-2	-3	i	0	i	i
O=C1CC(=O)N(CCc2ccccc2)C(=O)N1CCc1ccccc1	i	i	i	i	i	0	2	i	-12	i	i
COC(=O)Cc1nc(NC(=O)c2cccs2)sc1C	i	i	i	i	i	-3	-7	i	-2	i	i
COc1ccc(OC)c(S(=O)(=O)Nc2ccc(-c3ccc4nncn4n3)cc2)c1	i	i	i	i	i	1	-8	i	-9	i	i
CC(C)(C)n1nnnc1CN1CCC(NC(=O)NC2CCCCC2)CC1	i	i	i	i	i	-6	3	i	-13	i	i
CCOc1ccc(S(=O)(=O)N2CCC(C(=O)NCc3ccncc3)CC2)cc1Cl	i	i	i	i	i	16	3	i	-4	i	i
O=C(c1ccc(CSc2ccc(Cl)cc2)cc1)N1CCCC1	i	i	i	i	i	-5	5	i	-11	i	i
NNC(=O)c1ccc(COc2cccc3ccccc23)o1	i	i	i	i	i	0	.	i	-9	i	i
CC(C)CCNC(=O)CCc1nnc(Cc2c[nH]c3ccccc23)o1	i	i	i	i	i	1	2	i	-3	i	i
COc1ccc(CN2CCOCCOCCOCCOCCOCC2)cc1	i	i	i	i	i	0	13	i	2	i	i
Cc1ccc(C(=O)/C=C/c2cc(C#N)n(C)c2C)cc1	i	i	i	i	i	-10	-6	i	-13	i	i
O=C(NCCCN1CCOCC1)C1COc2ccccc2O1 (configuration not stated)	i	i	i	i	i	-1	0	i	-5	i	i
CCc1nn(CCCC(=O)N2CCc3ccccc3C2)c(=O)c2cc3occc3n12	i	i	i	i	i	16	9	i	-11	i	i
CCOC(=O)c1[nH]c2ccc(C)cc2c1N=CN(CC)CC	i	i	i	i	i	-1	0	i	-10	i	i
C=CCc1ccc(OCc2ccc(C(=O)OC)o2)c(OC)c1	i	i	i	i	i	-17	5	i	-12	i	i
CCOC(=O)C[C@H]1c2cc(C(F)(F)F)ccc2S(=O)(=O)N1Cc1ccccc1	i	i	i	i	i	14	-4	i	-9	i	i
COc1ccc([N+](=O)[O-])cc1NC(=O)COC(=O)Cc1cc(OC)c(OC)c(OC)c1	i	i	i	i	i	-12	3	i	-3	i	i
CCOC(=O)/C(=N\Nc1ccccc1[N+](=O)[O-])c1csc(N)n1	i	i	i	i	i	7	0	i	-28	i	i
CN(C)S(=O)(=O)c1ccc(N2CCCC2)c(C(=O)Nc2ccccc2Br)c1	i	i	i	i	i	-12	5	i	-11	i	i
Cn1c(=O)c2c(nc(NCCc3ccccc3)n2Cc2ccccc2)n(C)c1=O	i	i	i	i	i	9	-2	i	-5	i	i
CC(NC(=O)Cc1cccs1)C(c1cccs1)N1CCN(c2ccccc2F)CC1 (configuration not stated)	i	i	i	i	i	13	-5	i	-12	i	i
Cc1cc(NS(=O)(=O)c2ccccc2)c(C)c(Cl)c1O	i	i	i	.	i	-4	-2	i	-16	i	i
C=CCNC(=S)NNC(=O)c1cccn(Cc2cccc(Cl)c2)c1=O	i	i	i	i	i	-1	-2	i	-13	i	i
CCNC(=O)COC(=O)/C=C/c1cccs1	i	i	i	i	i	-13	7	i	-6	i	i
COc1cnc(-c2cccc(C(F)(F)F)c2)nc1OC	i	i	i	i	i	16	2	i	-6	i	i
CCCCCOC(=O)c1ccc(N2C(=O)C3C4C=CC(C4)C3C2=O)cc1 (configuration not stated)	i	i	i	i	i	8	0	i	-1	i	i
CC(=O)c1sc(N/N=C\c2c(O)ccc3ccccc23)nc1C	i	i	i	i	i	7	12	i	-7	i	i
CCCC(=O)Nc1cc(C)c(NC(=O)c2ccccn2)cn1	i	i	i	i	i	-4	8	i	-10	i	i

The list is partial; rates above refer to the full screens.
